EPAC1 agonist: agonists of human EPAC1; Potency, µM (top dose mostly 154 µM), without a hit: at the top dose activation, usual class: activators; EPAC1 agonist qHTS, biochemical assay; response scale: 100% = response to 6.5 mM cAMP; actives 0.073% (n = 360,000); AID 720707; O95398; further: potency means the concentration at half of the fitted maximal effect; nearly all actives have a fitted effect of over 60% in size
Target sequence (O95398 whole entry, looked up): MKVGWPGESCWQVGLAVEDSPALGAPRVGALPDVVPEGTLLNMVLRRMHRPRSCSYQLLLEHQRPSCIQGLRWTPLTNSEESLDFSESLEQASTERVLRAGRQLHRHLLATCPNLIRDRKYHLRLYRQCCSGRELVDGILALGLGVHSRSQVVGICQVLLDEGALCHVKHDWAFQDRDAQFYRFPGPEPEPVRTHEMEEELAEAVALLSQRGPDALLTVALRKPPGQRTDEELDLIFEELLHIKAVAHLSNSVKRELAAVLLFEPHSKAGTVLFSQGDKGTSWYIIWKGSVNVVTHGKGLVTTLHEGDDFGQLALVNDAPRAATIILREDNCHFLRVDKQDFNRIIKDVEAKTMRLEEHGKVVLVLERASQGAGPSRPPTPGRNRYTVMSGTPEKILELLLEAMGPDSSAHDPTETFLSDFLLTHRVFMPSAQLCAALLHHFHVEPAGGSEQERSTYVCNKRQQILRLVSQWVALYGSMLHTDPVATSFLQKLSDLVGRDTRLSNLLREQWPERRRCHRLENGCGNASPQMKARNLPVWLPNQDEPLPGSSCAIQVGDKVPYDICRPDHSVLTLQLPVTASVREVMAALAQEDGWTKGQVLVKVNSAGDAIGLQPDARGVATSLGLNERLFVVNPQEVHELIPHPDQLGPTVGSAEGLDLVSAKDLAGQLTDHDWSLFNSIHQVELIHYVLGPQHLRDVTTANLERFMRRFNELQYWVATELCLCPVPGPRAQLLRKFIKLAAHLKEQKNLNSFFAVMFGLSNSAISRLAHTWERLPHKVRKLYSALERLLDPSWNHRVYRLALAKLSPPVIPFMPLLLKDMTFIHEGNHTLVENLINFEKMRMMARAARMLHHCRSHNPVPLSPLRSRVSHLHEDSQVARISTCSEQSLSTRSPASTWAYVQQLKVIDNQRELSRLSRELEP
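Multi-concentration qHTS readout: loss of Rap1B-bound BODIPY-GDP fluorescence driven by 100 nM EPAC1 with excess GDP (50 uM), monitored kinetically at room temperature; agonist response expressed relative to 6.5 mM cAMP.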
IL2 activator: activates IL-2 in a cell-based reporter assay; actives 0.065% (n = 360,000); activation, % (series mostly up to about 46 µM); IL-2 activation reporter assay, cell-based qHTS; stimulated with anti-CD3/CD4/CD28 beads; in transgenic mouse T cells; in the data active means activation above about 50%; inconclusive means mostly about 30% to 49%; further: 0% is about no effect
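Quantitative HTS in unstimulated transgenic mouse T cells, with memory T cells as non-tolerant control and PMA/ionomycin as tolerance-bypass control. Compound pretreatment lasted 60 minutes before 18 h bead stimulation; EGFP/DsRed fluorescence read.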
PLK1 PBD block: inhibitors of human PLK1 polo-box domain binding; Plk1 PBD binding of FITC phosphopeptide, fluorescence polarization; Potency, µM, inactives show max response, negative = inhibition, hits mostly inhibitors; actives 2.8% (n = 360,000); P53350; AID 720504; further: potency means the concentration at half of the fitted maximal effect; series mostly up to about 57 µM; on the % scale 0 is the no-effect control and ±100 the full control effect; nearly all actives have a fitted effect of over 65% in size
WRN inhibitor: blocks human WRN helicase | Potency, µM (highest dose often 114 µM), inactives show at the highest dose activity change, negative = inhibition, most hits filed as inhibitors | Q14191 | WRN helicase unwinding, fluorescent forked duplex, kinetic | AID 651768 | actives 0.46% (n = 360,000); further: potency means the concentration at half of the fitted maximal effect; on the % scale 0 is the no-effect control and ±100 the full control effect; nearly all actives have a fitted effect of over 55% in size
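Screening of the MLSMR collection measured strand separation of a quenched forked DNA duplex (100 nM) by 20 nM WRN with 2 mM ATP, all final. Compounds were preincubated with enzyme 15 min at room temperature.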
FUS yeast rescue: FUS proteinopathy suppression in yeast. AID 1347120. Potency, µM (doses to about 76.6 µM), without a hit: top-dose growth rescue (activation), actives largely listed as activators. S. cerevisiae FUS-expressing, growth rescue, OD600, 24 h. actives 0.24% (n = 390,000);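 further: potency means the concentration at half of the fitted maximal effect; plate controls were DMSO vehicle for no effect and reference control for full effect; nearly all actives have a fitted effect of over 55% in size; some results filed as inactive show a strong effect at the top dose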
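Steps: raffinose overnight preculture; dilution to OD 0.005 in 2% galactose minimal medium; compound addition (concentration series); 24hr at 30C, 99% humidity; absorbance read at 600 nm.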
PI5P4K alpha inh: PI5P4K alpha (human) kinase inhibition; P48426; PI5P4Kalpha enzyme, ADP-Glo luminescence, 60 min; stronger effect = lower value; max response, %; actives 1.2% (n = 330,000); AID 652105; active means max response of -50% or lower; inconclusive means between -30% and -50%; inactive means -30% or higher; further: value at the top dose of about 77 µM; on the % scale 0 is the no-effect control and ±100 the full control effect
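Compounds were pin-transferred onto PI5P4Kalpha and substrate in HEPES pH 7.4 buffer with EGTA, CHAPS and 5% DMSO. ATP (5 microM final) started the reaction, which ran 60 minutes at room temperature before ADP-Glo detection.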
EPAC1 antag: EPAC1 (human) antagonism | O95398 | EPAC1 GEF assay, Rap1b-BODIPY-GDP exchange fluorescence | Potency, µM (highest dose often 115 µM), inactives show at the highest dose activity change, negative = inhibition, actives largely listed as inhibitors | actives 0.14% (n = 360,000) | AID 720709;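 further: potency means the concentration at half of the fitted maximal effect; plate controls were vehicle for no effect and positive control for full effect; nearly all actives have a fitted effect of over 50% in size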
aSyn rescue: rescues yeast growth from alpha-synuclein toxicity; AID 652106; Yeast expressing alpha-synuclein, growth rescue, BacTiter-Glo, 24 h; Potency, µM (series often up to 46.1 µM), for the others: at the highest dose growth rescue (activation), usual class: activators; actives 0.14% (n = 370,000); further: potency means the concentration at half of the fitted maximal effect; % of control where 0% means no effect; nearly all actives have a fitted effect of over 65% in size
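Readout is rescue of growth in alpha-synuclein-expressing yeast, so inhibitors of toxicity appear as activators. Growth after 24 hr at 30 deg C in galactose medium is quantified by luminescence.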
Abeta rescue: A-beta toxicity reversal in yeast. yeast expressing A-beta42, growth rescue, OD600, 48 h; response scale: 0% DMSO, 100% iron-clioquinol control. Potency, µM (doses to about 46.1 µM), without a hit: top-dose growth rescue, most hits filed as activators. actives 0.063% (n = 410,000); further: potency means the concentration at half of the fitted maximal effect; nearly all actives have a fitted effect of over 55% in size
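Growth rescue measured by 600 nm absorbance after 48 h yeast culture at 30 C with compound. Values normalized between DMSO and an equimolar ferric chloride plus clioquinol control.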
* = called active by the depositor; ? = inconclusive; . = not tested or not shown; [ ] = dose if it differs, or a comment. Unless noted, the call rests on the fitted dose curve; in most records, active means well fitted curve in the direction sought with a large enough effect; inconclusive means small, poorly fitted or top-dose-only effect, or another doubt; inactive means no such curve, though single readings can be large; an effect the other way counts as inactive or inconclusive.

SMILES | EPAC1 agonist | IL2 activator | PLK1 PBD block | WRN inhibitor | FUS yeast rescue | PI5P4K alpha inh | EPAC1 antag | aSyn rescue | Abeta rescue
Cc1ccc(S(=O)(=O)N2CCC(C(=O)NCc3ccccc3CN3CCCC3)CC2)cc1 | 3.1% | -0.2 | 5.8% | 2.1% | -11.2% | 1.0 | -24.7% | 2.0% | 1.7%
CC(=O)c1sc(-c2ccccc2Cl)nc1C | 9.2% | 0.1 | -5.1% | 9.7% | -23.9% | -1.4 | -1.1% | 4.9% | -2.2%
N#C/C(=C\c1ccco1)c1nc2ccccc2s1 | -22.9% | -1.0 | -12.4% | 8.4% | 15.5% | 4.3 | 11.4% | 0.1% | -16.3%
Cc1ccc(CNC(=O)C(C)OC(=O)c2ccco2)cc1 (stereo not drawn) | 6.4% | -1.7 | -4.1% | 3.2% | 21.9% | . | 7.4% | -3.3% | 1.8%
O=C1C2ON(c3ccccc3)C(c3ccccc3F)C2C(=O)N1c1ccccc1 (stereo not drawn) | -4.9% | 0.3 | -1.3% | -4.9% | -7.4% | 8.8 | -12.6% | -6.4% | 12.6%
Cc1ccc(C(=O)Nc2ccc(CN3CCS(=O)(=O)CC3)cc2)cc1C | 10.1% | -1.0 | 1.5% | -15.1% | 4.2% | 1.3 | 9.4% | 2.6% | -1.1%
CS(=O)(=O)Nc1ccc(C(=O)Nc2ccccc2C(=O)NCc2ccco2)cc1 | -5.7% | -2.6 | 1.0% | 0.9% | 14.8% | 5.0 | -26.3% | -5.8% | 6.8%
Cc1ccccc1CC1(CO)CCCN(C(=O)Cc2c(F)ccc(F)c2F)C1 (stereo not drawn) | 4.8% | 0.4 | 0.5% | 5.2% | 10.9% | 1.3 | 24.2% | -3.2% | 2.1%
Cc1ccc(SCCN)cc1C | 0.9% | -0.6 | -1.5% | 8.7% | -9.3% | -3.5 | 0.3% | 4.6% | -6.8%
Oc1ccc(/C=N/NC(=S)Nc2cccnc2)c(O)c1 | 1.7% | -1.8 | ? | -6.5% | 11.4% | -75.1* | -16.9% | -4.9% | -25.6%

Compounds from the list above that contain nitrogen in an aromatic ring (three):
SMILES | EPAC1 agonist | IL2 activator | PLK1 PBD block | WRN inhibitor | FUS yeast rescue | PI5P4K alpha inh | EPAC1 antag | aSyn rescue | Abeta rescue
CC(=O)c1sc(-c2ccccc2Cl)nc1C | 9.2% | 0.1 | -5.1% | 9.7% | -23.9% | -1.4 | -1.1% | 4.9% | -2.2%
N#C/C(=C\c1ccco1)c1nc2ccccc2s1 | -22.9% | -1.0 | -12.4% | 8.4% | 15.5% | 4.3 | 11.4% | 0.1% | -16.3%
Oc1ccc(/C=N/NC(=S)Nc2cccnc2)c(O)c1 | 1.7% | -1.8 | ? | -6.5% | 11.4% | -75.1* | -16.9% | -4.9% | -25.6%

Other results follow.
SMILES | EPAC1 agonist | IL2 activator | PLK1 PBD block | WRN inhibitor | FUS yeast rescue | PI5P4K alpha inh | EPAC1 antag | aSyn rescue | Abeta rescue
O/N=C/c1ccc(OCc2ccccc2F)c(Cl)c1 | 13.1% | -1.2 | 0.2% | -17.8% | -30.9% | 0.2 | ? | 0.4% | 11.5%
COc1ccc(CCn2c(-c3ccco3)nc3nc4ccccc4nc32)cc1 | 0.9% | 0.2 | -6.8% | -7.7% | 22.0% | -14.9 | 1.6% | -16.1% | 2.7%
Cn1c(SCc2ccccc2Cl)nc(C(F)(F)F)cc1=O | -6.8% | -0.3 | -0.6% | -4.0% | -18.2% | . | -2.7% | 0.9% | 7.2%
C/C(CC(=O)Nc1ccc(Cl)c(Cl)c1)=N\NC(=O)C(=O)N1CCCCC1 | 4.9% | -3.1 | -14.4% | -2.5% | 12.7% | 6.2 | 1.7% | 1.5% | 26.1%
COc1ccc(NC(=O)CSCC(=O)N2CCN(c3cccc(C(F)(F)F)c3)CC2)cc1 | -3.3% | -0.1 | -1.9% | -4.6% | . | 10.6 | -1.8% | ? | -1.5%
CCOC(=O)c1ccc(CNC(=O)c2n[nH]c(=O)c3ccccc23)o1 | 2.3% | -0.2 | 0.0% | -7.6% | -10.2% | . | 8.0% | -0.8% | 9.3%
Cc1cccc(C)c1OCC(=O)Nc1cccc(S(=O)(=O)N2CCCC2)c1 | ? | -1.2 | 0.6% | -14.4% | 25.0% | 2.8 | -15.6% | -4.5% | 8.9%
COc1ccc(Cl)cc1S(=O)(=O)N1CCN(C(=O)c2cc(OC)c(OC)c(OC)c2)CC1 | 4.5% | -3.3 | -5.7% | 3.4% | 12.8% | 9.7 | 4.8% | -2.1% | -14.3%
CCn1nc(C(=O)Nc2ccc(S(=O)(=O)Nc3nccs3)cc2)c2ccccc2c1=O | 8.3% | 1.1 | -4.1% | -18.3% | 25.1µM* | -6.8 | 6.1% | -6.2% | -11.2%
C[C@H](CO)N1C[C@H](C)[C@@H](CN(C)CC2CCCCC2)Oc2c(NS(=O)(=O)c3cn(C)cn3)cccc2C1=O | 11.8% | 1.0 | -14.3% | 3.7% | 6.7% | 0.4 | -5.5% | 2.3% | 0.0%
O=C(O)C1C2C=CC(C2)C1C(=O)NC(c1ccccc1)c1ccccc1 (stereo not drawn) | -4.1% | -3.5 | -1.7% | 4.9% | 7.5% | . | 10.8% | -0.3% | 26.9%
CC(C)C[C@H]1CN=C(Nc2ccccc2)N1CC1CCC(C)CC1 (stereo partly drawn) | -3.3% | -0.5 | -7.7% | -1.9% | -13.2% | -9.6 | -7.6% | 0.6% | 8.3%
COc1ccc(-c2cccc(C(=O)Nc3cccc(C(=O)O)c3)c2)cc1 | 1.0% | -1.5 | -13.0% | -9.9% | -12.1% | -12.6 | 4.9% | 9.0% | 5.9%
Cc1cc2nc(-c3ccc(SCC(=O)N4CCc5ccccc54)nc3)[nH]c2cc1C | 0.9% | -0.6 | -11.7% | -4.8% | 12.2% | . | 11.6% | -10.9% | 4.9%
C=C[C@H]1[C@H](OC2OC(CO)C(O)C(O)C2O)OC=C(C(=O)OC)[C@H]1C[C@H]1CC(=O)C[C@H](CC(=O)CCc2ccc(O)cc2)O1 (stereo partly drawn) | -36.6%[inhibitor] | 0.7 | -0.6% | 12.4% | -11.9% | 2.2 | 2.6% | 0.3% | -7.1%
CC(=O)c1c(C)[nH]c(C(=O)Nc2nc(C)cs2)c1C | -3.3% | -0.5 | -0.9% | -28.5% | 5.8% | 1.3 | -2.1% | 11.9% | -3.2%
Cc1cccc(N/C(N)=N/c2nc(CSc3ccc(Cl)cc3)cc(=O)[nH]2)c1 | 1.5% | -1.0 | -14.1% | -14.9% | -18.0% | 6.9 | -30.3% | 1.3% | -0.2%
O=C(CSc1nc2ccccc2[nH]1)c1ccco1 | 15.6% | 1.1 | ? | -1.1% | -14.4% | -24.9 | -4.7% | 2.4% | -7.5%
COc1ccc(-c2cc(C(F)(F)F)n3nc(C(=O)Nc4c(C)n(C)n(-c5ccccc5)c4=O)c(Cl)c3n2)cc1 | 13.2% | -0.2 | -10.9% | 4.5% | 8.3% | -4.1 | 14.4% | -6.1% | 0.1%
CCN1CCN(C(c2cccs2)C(C)NS(=O)(=O)c2ccccc2)CC1 (stereo not drawn) | 2.3% | -2.5 | -9.0% | -5.0% | -14.0% | 8.1 | -1.6% | 0.2% | -10.7%
Nc1ccc2c(c1)C(=NO)c1cc([N+](=O)[O-])ccc1-2 | 0.0% | 3.4 | 9.7% | -20.4% | . | -15.7 | -10.1% | 6.31µM* | -71.6%[inhibitor]
O=C(CN1C(=O)/C(=C\c2ccccc2Br)Oc2ccccc21)NCCCN1CCOCC1 | 8.1% | -0.8 | 0.1% | -4.8% | 4.9% | 8.4 | -6.9% | -6.0% | -17.7%
CCOc1ccc2oc(C(=O)OC(C(=O)NC(N)=O)C(C)C)c(C)c2c1 (stereo not drawn) | 2.3% | 0.2 | -10.0% | -12.7% | 16.3% | 0.4 | ? | 10.8% | -13.1%
Cc1[nH]c2ccc(C(=O)N3CCN(c4ccc(F)cc4)CC3)cc2c1C | 5.2% | -0.3 | 1.2% | -3.0% | 44.8% | 4.8 | -1.8% | 13.2% | 0.9%
CC(Oc1ccc(F)cc1F)C(=O)NNC(=S)NCC1CCCO1 (stereo not drawn) | -0.8% | -0.2 | -11.8% | 1.6% | 37.7% | 2.9 | 10.3% | -0.7% | 9.2%
Cc1ccc(SCCC(=O)Nc2ccccc2C(=O)NC2CCCCC2)cc1 | 5.6% | 2.6 | -12.7% | -3.8% | 23.9% | 2.8 | ? | -0.7% | -7.5%
CC[C@]12c3[nH]c4ccc(OC)cc4c3CCN1C(=O)C(CC(=O)NCCC1=CCCCC1)C[C@@H]2C(=O)N1CCN(C(=O)C2CC2)CC1 (stereo partly drawn) | -15.4% | 0.0 | -10.0% | 3.2% | 15.9% | 3.1 | 1.0% | 1.4% | -11.8%
O=C(O)c1ccc(NC(=O)c2ccc3c(c2)C(=O)N(c2ccccc2)C3=O)cc1 | -0.4% | 0.5 | -2.0% | 0.1% | -28.3% | 1.1 | 14.0% | -3.5% | -6.0%
CCC(c1nnnn1-c1ccc2c(c1)OCCO2)N1CCN(c2ccc(C(F)(F)F)cn2)CC1 (stereo not drawn) | -5.2% | -0.9 | 3.7% | 1.0% | ? | -0.4 | -0.8% | 4.4% | 12.2%
Cc1ccc(-c2c[n+](CC(=O)Nc3nc(-c4ccccc4)cs3)c3n2CCC3)cc1 | -0.9% | 2.1 | 5.3% | 5.0% | ? | 9.2 | -2.9% | -19.7% | -11.0%
COc1ccc(CN2CCNC(=O)C2CC(=O)NCC(C)(C)N2CCOCC2)cc1C (stereo not drawn) | 8.9% | 0.5 | -1.5% | -5.6% | -0.3% | 2.4 | -10.0% | 1.9% | 19.3%
Cc1cccc(Sc2ccc([N+](=O)[O-])cn2)c1 | -6.0% | -1.9 | 2.3% | 0.8% | -4.1% | 0.9 | 7.1% | 1.3% | -4.0%
